Screening data: PubChem BioAssay, National Center for Advancing Translational Sciences (NCATS)
Shiga inhibitor = Shiga toxin inhibition; Vero cells, Shiga toxin protein synthesis inhibition reporter; inhibition, % at 38.7 µM; 290,000 tested, 9.2% active; AID 2315; in the data active = inhibition mostly above about 28%, no sharp cut-off; inactive = mostly below about 43%; also: 0% is about no effect
Pf growth 48h = inhibits P. falciparum growth in the first generation, 48 h; P. falciparum luciferase growth in erythrocytes, 48 h; Potency, µM (top dose mostly 28.7 µM), without a hit: at the highest dose activity change, negative = inhibition, actives largely listed as inhibitors; 310,000 tested, 5.9% active; also: potency is read from the fitted curve at half-maximal effect; % is scaled to controls: 0 for no effect and ±100 for the full control effect
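Luciferase-expressing parasites in RBCs, 2% Hct / 0.1% parasitemia final; RPMI 1640 + 0.5% Albumax; 37 C, 5% CO2, one generation; luminescence read-out, lower signal = inhibition.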
Tb PYK inh = inhibitors of Trypanosoma brucei pyruvate kinase | Q57TT1 | Potency, µM (series often up to 76.8 µM), inactives show at the top dose activity, negative = inhibition, most hits filed as inhibitors | 410,000 tested, 0.12% active | TbPYK enzyme, Kinase-Glo Plus ATP luminescence, 45 min; also: potency is read from the fitted curve at half-maximal effect; % is scaled to controls: 0 for no effect and ±100 for the full control effect; nearly all actives have a fitted effect of over 50% in size
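Readout: single end-point luminescence (Kinase-Glo Plus, 10 min). Reaction conditions were TbPYK/substrate plus 130 uM ADP, 45 min at RT, pH 7.2 TEA buffer. No-enzyme wells served as controls, and data were normalized before concentration-response fitting.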
AMA1 RON2 block = AMA1-RON2 (P. falciparum) interaction inhibition | AlphaScreen AMA1-biotinylated RON2 peptide binding | Potency, µM (highest dose often 58.2 µM), inactives show at the highest dose activity change, negative = inhibition, hits mostly inhibitors | 360,000 tested, 0.2% active;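 also: potency is read from the fitted curve at half-maximal effect; 0% = vehicle wells and -100% = peptide control; nearly all actives have a fitted effect of over 45% in size; some results filed as inactive show a strong effect at the top dose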
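AMA1 (3D7) with his tag at 25 nM final met compounds first, then biotinylated RON2 peptide at 25 nM; detection used donor plus acceptor beads, 10 µg/mL apiece, read by AlphaScreen after 30 min at room temperature.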
CHX counter = counter-screen for Shiga toxin inhibitors: cycloheximide protein synthesis inhibition | cell reporter, cycloheximide protein synthesis inhibition counterscreen | max response, % | 300,000 tested, 12% active | AID 2314; in the data active = max response mostly above about 13%, no sharp cut-off; inactive = mostly below about 14%; also: read at 38.3 µM for the half of the compounds with a filed dose; 0% is about no effect
LmPK inhibitor = LmPK (Leishmania mexicana) enzyme inhibition | 290,000 tested, 0.37% active | AID 1721 | Potency, µM (doses to about 57.5 µM), for inactives: at the highest dose activity change, negative = inhibition, hits mostly inhibitors | Q27686 | purified LmPK, Kinase-Glo ATP luminescence, 1 h; also: potency is read from the fitted curve at half-maximal effect; % is scaled to controls: 0 for no effect and ±100 for the full control effect
Target sequence (Q27686 whole entry, looked up): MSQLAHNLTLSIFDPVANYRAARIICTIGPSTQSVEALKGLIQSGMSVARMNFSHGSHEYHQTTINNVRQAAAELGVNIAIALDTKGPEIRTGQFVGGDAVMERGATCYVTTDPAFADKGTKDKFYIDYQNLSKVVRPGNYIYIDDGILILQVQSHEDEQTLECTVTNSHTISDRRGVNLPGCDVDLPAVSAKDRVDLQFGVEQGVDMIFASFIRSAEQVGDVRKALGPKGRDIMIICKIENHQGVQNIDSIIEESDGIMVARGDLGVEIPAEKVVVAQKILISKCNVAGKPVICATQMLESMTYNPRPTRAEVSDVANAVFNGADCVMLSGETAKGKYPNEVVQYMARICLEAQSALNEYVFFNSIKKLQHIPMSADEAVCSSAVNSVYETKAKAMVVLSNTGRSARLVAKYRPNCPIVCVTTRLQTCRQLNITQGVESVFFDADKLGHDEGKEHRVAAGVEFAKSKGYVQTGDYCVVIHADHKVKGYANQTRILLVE
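qHTS format; LmPK 0.1 nM; substrates PEP 0.5 mM and ADP 0.1 mM. One-hour room-temperature incubation, then coupled luciferase luminescence; 0.5 nM enzyme wells mark activation.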
Pf growth 96h = P. falciparum growth inhibition at 96 hour, primary screen for plastid delayed-death inhibitors; P. falciparum luciferase reporter growth, 96 h; Potency, µM (series often up to 28.7 µM), without a hit: top-dose activity change, negative = inhibition, usual class: inhibitors; 320,000 tested, 6.9% active; AID 504834; also: potency is read from the fitted curve at half-maximal effect; % is scaled to controls: 0 for no effect and ±100 for the full control effect
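Compounds incubated with erythrocytes infected by luciferase-expressing P. falciparum (2% hematocrit, 0.05% parasitemia final) for 96 hours, 37 C in 5% CO2. Growth inhibition scored as decreased luciferase luminescence.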
* = called active by the depositor; u = inconclusive; x = no result given; + = active, no number; [ ] = another dose, or the depositor's remark. Unless noted, calls follow the shape of the dose curve; as a rule, active = well fitted curve in the direction sought with a large enough effect; inconclusive = small, poorly fitted or top-dose-only effect, or another doubt; inactive = no such curve, though single readings can be large; an effect the other way counts as inactive or inconclusive.

SMILES	Shiga inhibitor	Pf growth 48h	Tb PYK inh	AMA1 RON2 block	CHX counter	LmPK inhibitor	Pf growth 96h
CCOC(=O)CNC(=O)Cn1cnc2c(nnn2-c2ccc(OC)cc2)c1=O	5	-19%	-5%	5%	1	-2%	40%[activator]
O=C(COc1cccnc1[N+](=O)[O-])Nc1ncc(Cl)cc1Cl	x	u	1%	-8%	x	x	-3%
CCOC(=O)C1=C(CN2CCN(CCC#N)CC2)NC(=O)NC1c1ccc2c(c1)OCO2 (configuration not stated)	1	-17%	0%	11%	2	-3%	13%
CCOC(=O)CSC1=Nc2ccccc2C2=NC(CC(=O)NCc3ccccc3)C(=O)N12 (configuration not stated)	-11	u	8%	9%	2	-1%	-6%
O=C(NNC(=S)NC1CCCCC1)c1ccc2c(c1)OCO2	-4	103%[activator]	-14%	34%[activator]	-2	-4%	107%[activator]
COCCNC(=O)[C@H](CSCc1ccccc1)N1Cc2ccccc2C1=O	-3	7%	2%	-5%	-2	2%	12%
COc1cc(CN2CCNC(=O)C2CC(=O)NCCCC2CCCC2)cc(OC)c1 (configuration not stated)	-4	3%	1%	37%[activator]	-1	-1%	-8%
O=C(NCc1ccccc1)c1ccc(OC2CSC2)cc1	16	14%	-14%	6%	12*	0%	72%[activator]
COc1ccc(-c2nc(CS(=O)CC(=O)N3CCCC3)c(C)o2)cc1 (configuration not stated)	-2	30%[activator]	3%	-2%	7	3%	-10%
CCc1cc2c(=O)c(-c3ccc4c(c3)OCCO4)coc2cc1OC(=O)c1ccco1	93*	8%	-6%	-17%	38*	0%	x
CCCS(=O)(=O)c1nc(S(=O)(=O)c2ccc(C)cc2)c(NCCCN2CCOCC2)s1	-11	u	2%	-4%	-3	-1%	x
O=C(NCCCN1CCOCC1)/C(=C/c1cccs1)NC(=O)c1ccccc1	-17	8%	0%	-6%	-2	-1%	18%
COC(=O)c1sccc1NC(=O)CSc1nnnn1-c1ccccc1C	-4	x	-3%	5%	1	1%	u
CCc1nnc(NC(=O)CCC(=O)N2CCN(c3cc(Cl)ccc3C)CC2)s1	-4	-2%	4%	-9%	-11	-1%	u
CCCC[C@H](CC(=O)c1ccccc1)[C@@H](OC(C)=O)C(=O)Oc1c(C(C)C)cccc1C(C)C	x	u	0%	-1%	x	x	u
O=C(N/N=C/c1cccs1)c1cc(-c2ccncc2)nc2ccccc12	-2	-12%	2%	-11%	-1	-2%	u
O=C(CN1CC[n+]2c(-c3cccs3)csc21)c1ccc(Br)cc1	-8	13µM*	-11%	106%[activator]	-6	5%	49%[activator]
COc1cccc(NC(=O)Cn2nnc(-c3ccccc3N)n2)c1	23	12%	3%	-5%	-3	2%	x
CN1CCN(S(=O)(=O)c2ccc(NC(=O)C(C)(C)C)cc2)CC1	-14	x	-3%	6%	4	-4%	u
Cc1nc(NC(=S)NC(=O)COc2ccccc2Cl)ccc1Br	14	29%	-6%	1%	0	0%	-2%
COc1cc([C@@H]2CC=C(C(=O)O)[C@H](c3ccc(F)cc3)N2S(=O)(=O)c2ccc(C)cc2)cc(OC)c1OC	x	3.3µM*	-2%	9%	x	x	1.9µM*
CCN1CCN(C2=CC3=CC(=C(C#N)C#N)CCC3CC2)CC1 (configuration not stated)	44	-15%	-1%	0%	-3	-2%	u
Cc1sc(N/N=C/c2cccnc2)nc1-c1ccc(Cl)cc1	17	13µM*	-2%	3%	15*	2%	63%[activator]
O=C(Nc1ccc(NC(=O)C2CC2)cn1)c1ccccc1Cl	50*	70%[activator]	0%	6%	33*	-2%	x
O=C(Cn1cnc2ccc(Cl)cc2c1=O)NC1CCS(=O)(=O)C1 (configuration not stated)	x	1%	0%	-10%	x	x	39%[activator]

Whole records, looked up by structure. Order of values: Shiga inhibitor, Pf growth 48h, Tb PYK inh, AMA1 RON2 block, CHX counter, LmPK inhibitor, Pf growth 96h
`Cc1sc(N/N=C/c2cccnc2)nc1-c1ccc(Cl)cc1` is entered as 17, 13µM*, -2%, 3%, 15*, 2%, 63%[activator]
`O=C(NCc1ccccc1)c1ccc(OC2CSC2)cc1` is entered as 16, 14%, -14%, 6%, 12*, 0%, 72%[activator]
`CCOC(=O)CSC1=Nc2ccccc2C2=NC(CC(=O)NCc3ccccc3)C(=O)N12` (configuration not stated) is entered as -11, u, 8%, 9%, 2, -1%, -6%
`COC(=O)c1sccc1NC(=O)CSc1nnnn1-c1ccccc1C` is entered as -4, x, -3%, 5%, 1, 1%, u

Carrying on:
SMILES	Shiga inhibitor	Pf growth 48h	Tb PYK inh	AMA1 RON2 block	CHX counter	LmPK inhibitor	Pf growth 96h
N#CC1C(=O)NC(N2CCN(c3ccccc3)CC2)=NC12CCCCC2 (configuration not stated)	-7	-17%	-9%	-7%	-2	-9%	0%[5.75 µM]
COc1ccc(-c2nnc(SCC(=O)Nc3cccc(Cl)c3)o2)cc1	42	117%[activator]	-5%	12%	15	-2%	x
COc1ccc(CNC(=O)c2ccc(Br)cc2)cc1	63	21%	x	x	13*	3%	46%[activator]
Cc1ccc(N(CC(=O)NC2CCCC2)C(=O)c2nsc(Cl)c2Cl)cc1	29*	-13%	5%	-7%	30*	11%	u
Cc1c(C=N)c(O)n(C)c(=O)c1C#N	-12	-5%	-1%	9%	-3	-1%	27%
O=C(O)c1cccnc1SC1CC(=O)N(c2ccccc2)C1=O (configuration not stated)	-3	u	1%	2%	-3	1%	1%
O=C(CCN1C(=O)c2ccccc2C1=O)NCc1cccc(Cl)c1	-5	14%	-3%	-12%	9	-8%	12%
CC1=C(C(=O)O)N2C(=O)C(NC(=O)c3ccn(C)n3)C2SC1 (configuration not stated)	-7	-21%	-12%	21%	-7	1%	32%[activator]
CCOc1ccccc1-n1c(SCC(=O)NC(C)CC)nnc1-c1ccoc1C (configuration not stated)	-13	u	-5%	-7%	-1	-3%	-9%
COC(=O)[C@@]12CCCCN1[C@H](c1ccc(-c3ccc(OC)cc3)c(OC)c1)[C@@H]1C(=O)N(C)C(=O)[C@@H]12	x	9.3µM*	-8%	4%	x	x	7.4µM*
COC(=O)CCN(c1ccccc1)S(=O)(=O)c1cc(-c2cc(C)no2)ccc1C	26	u	9%	0%	21	-1%	11%
CCCCN(C(=O)c1cnc(C)cn1)c1c(N)n(CCC)c(=O)[nH]c1=O	x	1%	-2%	9%	x	x	-4%
COc1ccc(N(CC(=O)NC2CCCC2)C(=O)c2csnn2)cc1	-2	-8%	-5%	-3%	-2	-6%	67%[activator]
Cc1ccc(NC(=S)NCc2ccc3[nH]c4c(c3c2)CCCC4)cc1	-22	24%	1%	16%	-2	0%	-64%
O=C1/C(=C/c2cccnc2)SC(=S)N1CC1CCCO1 (configuration not stated)	12	0%	-3%	0%	-2	-1%	-22%
CN1CCCN(C(=O)c2cc(-c3ccc(Cl)c(Cl)c3Cl)nc3ccccc23)CC1	-8	14%	1%	0%	-4	0%	u
COC(=O)c1ccc(NC(=O)c2cc(Cl)ccc2OC)cc1	2	-5%[5.75 µM]	0%	-18%	0	0%	0%
O=C(c1cccs1)N1CCN(c2nc3ccccc3s2)CC1	-7	5%	-6%	4%	1	-1%	53%[activator]
COc1ccccc1OCCn1c(C(C)O)nc2ccccc21 (configuration not stated)	9	4%	-7%	-6%	-3	3%	x
CCc1cccc(NC(=O)CCNC(=O)Cn2ccc3ccccc3c2=O)c1	-6	-2%	-4%	-6%	-4	2%	u
Clc1ccc(CSc2nnc(-c3ccncc3)o2)cc1	-8	18%	x	3%	-1	-1%	-3%
CC(=O)N1CCc2cc(S(=O)(=O)CCC(=O)N3CCN(c4cc(C)ccc4C)CC3)ccc21	-15	5%	-2%	3%	-5	11%	-1%
COc1ccc(OC)c(N(CC(=O)NC2CCCCCC2)S(=O)(=O)c2ccc(C)cc2)c1	-25	u	-7%	3%	-2	-5%	-28%
CCc1cc(=O)oc2c(C)c(OC(C)C(=O)NCC3CCC(C(=O)O)CC3)ccc12 (configuration not stated)	-1	-10%	1%	32%[activator]	-1	6%	u
CCn1nnc(NC(=O)c2cc3ccccc3o2)n1	81*	139%[activator]	2%	6%	30*	-17%	x

Single entries from the results shown:
For Pf growth 48h, CN1CCCN(C(=O)c2cc(-c3ccc(Cl)c(Cl)c3Cl)nc3ccccc23)CC1 reads 14%
For CHX counter, Cc1ccc(N(CC(=O)NC2CCCC2)C(=O)c2nsc(Cl)c2Cl)cc1 reads 30*
For Pf growth 96h, Clc1ccc(CSc2nnc(-c3ccncc3)o2)cc1 reads -3%
For Pf growth 96h, O=C(CCN1C(=O)c2ccccc2C1=O)NCc1cccc(Cl)c1 reads 12%

The listing continues:
SMILES	Shiga inhibitor	Pf growth 48h	Tb PYK inh	AMA1 RON2 block	CHX counter	LmPK inhibitor	Pf growth 96h
O=S(=O)(Cc1ccccc1)NCCc1cccc(Cl)c1	25	-19%	0%	-5%	-2	1%	3.3µM*
COc1cc(C2NC(=O)NC(C)=C2C(=O)OC(C)(C)C)ccc1OCC(=O)O (configuration not stated)	-4	10%	0%	-6%	-2	-1%	x
COC(=O)c1ccc(OC(=O)c2ccco2)cc1	-9	27%	-1%	-1%	1	-3%	0%
COc1ccc(C2SCC(=O)N2c2ccccc2)cc1 (configuration not stated)	-4	13%	3%	16%	-1	1%	7%
Cc1cc(NS(=O)(=O)c2ccc(Nc3nc(-c4ccc(O)cc4)cs3)cc2)no1	-7	14%	-14%	16%[2.32 µM]	-1	3%	0%
COc1ccc(-n2ncc3c2CC(C)(C)CC3NC(=O)Cc2nonc2C)cc1 (configuration not stated)	1	-22%	1%	16%	-3	7%	22%
COc1ccc(NC(=O)Nc2c(C)noc2-c2ccccc2)cc1	3	0%	0%	1%	-1	0%	u
CC1CCCN(c2ncnc3c2cnn3-c2ccccc2)C1 (configuration not stated)	50	84%[activator]	3%	10%	20*	-12%	96%[activator]
CC(Cc1ccco1)NC(=O)c1ccc(C(F)(F)F)cc1 (configuration not stated)	+	320%[activator]	0%	-12%	43*	-3%	447%[activator]
CCC[C@@H](O)c1cc2cc(OC)c(OC)cc2c(=O)o1	x	0%	0%	13%	x	x	2.6µM*
CC(C)c1onc(C(=O)N2CCC(C(N)=O)CC2)c1[N+](=O)[O-]	-2	u	3%	-3%	4	1%	u
O=S1(=O)C=C(SCc2ccccc2)Nc2ccccc21	-5	15%	-1%	2%	-2	-3%	78%[activator]
CCOc1ccc(NC(=O)NCc2cccnc2)cc1	18	34%[activator]	-11%	4%	-3	3%	u
CC1CCN(c2ccc3nnc(CCC(=O)Nc4ccc(F)c(F)c4)n3n2)CC1	2	-28%	-2%	6%	-2	0%	431%[activator]
O=C(CCc1nc2ccccc2[nH]1)Nc1ccccc1	2	3%	-1%	19%	17	-11%	-18%
COc1ccc(CCN=C(N)NS(=O)(=O)c2ccc(C)cc2)cc1	15	-11%	-9%	35%[activator]	0	2%	-9%
O=C(O)CCC(=O)Nc1ccc(OCC(=O)O)cc1	16	10%	-9%	33%[activator]	15	0%	x
CCCCSc1nnc([C@@H]2CCCN2C(=O)OC(C)(C)C)o1	-15	u	1%	21%	3	-1%	-30%
O=C(O)CCn1cc(/C=C2\SC(=S)NC2=O)c(-c2ccccc2)n1	-12	3%	-5%	-6%	-1	-15%	2%
COc1ccc(NC(=O)Nc2ccc(OC)c(OC)c2)c([N+](=O)[O-])c1	-8	11%	7%	19%	-6	0%	16%
